GLS inhibitor = qHTS for Inhibitors of Glutaminase (GLS); Glutaminase kidney isoform, mitochondrial (Homo sapiens), O94925; GLS enzymatic activity, qHTS titration; Potency, µM (titrated, usually from 45.5 µM), for the others: at the top dose activity change, negative = inhibition, most hits filed as inhibitors; 0.21% of 410,000 active; AID 624170, 2012; note: % is set by controls: 0 for no effect and ±100 for the full control effect
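hKGA in 45 mM KH2PO4 pH 8.2, 0.02% Tween-20 with pin-transferred compounds; 1 mM L-glutamine (stock) plus glutamate oxidase/HRP/Amplex Red coupling added. Fluorescence read initially and after 30 min at RT.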
JMJD2A Tudor inh = qHTS Assay for Inhibitors of JMJD2A-Tudor Domain; Potency, µM (highest dose often 114 µM), without a hit: top-dose activity change, negative = inhibition, actives largely listed as inhibitors; AlphaScreen JMJD2A-Tudor / H3K4me3 peptide binding; 4.4% of 390,000 active; Lysine-specific demethylase 4A (Homo sapiens), O75164; note: % is set by controls: 0 for no effect and ±100 for the full control effect; nearly all actives have a fitted effect of over 50% in size
rTrxR1 inhibitor = qHTS Assay for Inhibitors of Mammalian Selenoprotein Thioredoxin Reductase 1 (TrxR1): qHTS; Thioredoxin reductase 1, cytoplasmic (Rattus norvegicus), O89049; recombinant rTrxR1, NADPH fluorescence consumption, selenite substrate; Potency, µM (doses to about 114 µM), for inactives: top-dose activity change, negative = inhibition, most hits filed as inhibitors; 1% of 390,000 active; note: % is set by controls: 0 for no effect and ±100 for the full control effect; nearly all actives have a fitted effect of over 65% in size
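Rat TrxR1 (90 nM in the dispensed reagent) was pre-reduced with 400 uM NADPH for 5 min at room temperature, then incubated with compound for 15 min. After 400 uM selenite was added, NADPH fluorescence (Ex 340/Em 450 nm) was followed for 8 min.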
ERG Ets-DNA blk = qHTS for Small Molecule Inhibitors of the ERG Ets/DNA interaction; Transcriptional regulator ERG (Homo sapiens), P11308; fluorescence polarization, His-ERG Ets domain / labelled DNA; Potency, µM (highest dose often 76.9 µM), for inactives: top-dose FP activity, negative = inhibition, usual class: inhibitors; 0.028% of 370,000 active; active = well fitted inhibition curve with a large enough effect in the polarisation, with a control signal flat; inconclusive = small, poorly fitted or top-dose-only effect, or effect the other way, or a change in a side signal; inactive = no such curve, though single readings can be large or run the other way; the % refers to the polarisation;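 note: polarization taken with two DNA probes labelled with fluorescein and Texas red; % of control where 0% means no effect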
Target sequence (P11308 whole entry, looked up, the tested form may be a part): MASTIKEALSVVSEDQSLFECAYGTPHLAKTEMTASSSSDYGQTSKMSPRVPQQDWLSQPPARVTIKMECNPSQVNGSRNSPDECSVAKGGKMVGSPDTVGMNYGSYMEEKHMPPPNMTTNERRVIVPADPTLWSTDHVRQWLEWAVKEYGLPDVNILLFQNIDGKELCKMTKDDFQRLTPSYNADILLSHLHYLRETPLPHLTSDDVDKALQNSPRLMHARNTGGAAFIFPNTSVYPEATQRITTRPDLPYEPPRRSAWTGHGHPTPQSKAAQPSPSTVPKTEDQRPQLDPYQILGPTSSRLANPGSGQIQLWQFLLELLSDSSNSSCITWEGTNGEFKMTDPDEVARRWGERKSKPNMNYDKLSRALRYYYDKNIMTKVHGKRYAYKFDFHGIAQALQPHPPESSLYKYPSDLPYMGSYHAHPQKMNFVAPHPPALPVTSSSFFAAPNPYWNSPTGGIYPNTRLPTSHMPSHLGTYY
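His-tagged ERG Ets domain (1 uM in the protein solution; 300mM KCl, 50mM Tris-HCl, 1mM EDTA, 1mM DTT, pH 7.5) received compound, then a probe mix of 5 nM fluorescein-DNA and 100nM Texas-615-DNA. Fluorescence polarization was read for both dyes.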
RGS4 inh = Inhibitors of Regulator of G Protein Signaling (RGS) 4: qHTS; Regulator of G-protein signaling 4 (Homo sapiens), P49798; Transcreener GDP fluorescence polarization, RGS4-accelerated GTP hydrolysis; Potency, µM (highest dose often 114 µM), without a hit: at the highest dose activity change, negative = inhibition, actives largely listed as inhibitors; 0.039% of 390,000 active; note: % is set by controls: 0 for no effect and ±100 for the full control effect; nearly all actives have a fitted effect of over 75% in size; some results filed as inactive show a strong effect at the top dose
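MLSMR compounds (23 nl, pin-transferred) preincubated 10 min at room temperature with a 500nM (2x) first reagent, then RGS4 at 900nM (2x) plus Transcreener GDP mix added; fluorescence polarization (620/688 nm) read before and after 90 min at 30 °C.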
PGK inhibitor = qHTS Assay to Find Inhibitors of Phosphoglycerate Kinase; PGK/GAPDH coupled, Kinase-Glo luminescence, 60 min; Potency, µM (titrated, usually from 57.5 µM), without a hit: at the highest dose activity change, negative = inhibition, most hits filed as inhibitors; 0.043% of 380,000 active; note: % is set by controls: 0 for no effect and ±100 for the full control effect; nearly all actives have a fitted effect of over 60% in size
Target sequence (P07378 whole entry, looked up): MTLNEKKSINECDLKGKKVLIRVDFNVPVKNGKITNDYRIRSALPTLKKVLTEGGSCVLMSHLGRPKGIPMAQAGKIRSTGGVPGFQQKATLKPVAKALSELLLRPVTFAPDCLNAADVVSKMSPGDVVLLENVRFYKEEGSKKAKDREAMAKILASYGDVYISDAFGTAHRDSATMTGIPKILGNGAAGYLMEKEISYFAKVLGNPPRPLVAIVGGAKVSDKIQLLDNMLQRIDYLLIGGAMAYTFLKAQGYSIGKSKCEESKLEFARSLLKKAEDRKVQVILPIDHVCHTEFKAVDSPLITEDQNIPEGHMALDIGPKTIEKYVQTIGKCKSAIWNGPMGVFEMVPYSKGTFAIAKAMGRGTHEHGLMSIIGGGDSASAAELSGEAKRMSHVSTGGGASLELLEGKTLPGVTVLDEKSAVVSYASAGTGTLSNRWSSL
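Luminescent ATP detection (Kinase-Glo Plus) follows a 60-minute room-temperature incubation, with wells lacking PGK as controls. Buffer: 100 mM TEA (pH 7.6), 5 mM MgCl2, 0.01% Tween-20. Coupling enzyme GAPDH (100 nM final) supplies unstable 1,3-BPG in-well.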
12-LOX inh = Primary qHTS assay for inhibitors of human arachidonate 12S-lipoxygenase (ALOX12): Round 2 | Polyunsaturated fatty acid lipoxygenase ALOX12 (Homo sapiens), P18054 | purified 12hLO, xylenol orange hydroperoxide absorbance | Potency, µM (series often up to 108 µM), inactives show at the highest dose activity change, negative = inhibition, actives largely listed as inhibitors | 1.1% of 580,000 active | AID 1671190, 2021; note: % is set by controls: 0 for no effect and ±100 for the full control effect
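Purified human 12hLO at 150 nM in 25 mM Hepes, 0.01% Triton X-100, pH 7.0, preincubated 15 min at room temperature with compound. Reaction started with 40 uM arachidonic acid, 30 min at room temperature. Hydroperoxide measured by Fe-xylenol orange, 573/405 nm absorbance ratio.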
Pin1 inhibitor = qHTS Assay to Find Inhibitors of Pin1; 0.009% of 390,000 active; Peptidyl-prolyl cis-trans isomerase NIMA-interacting 1 (Homo sapiens), Q13526; Pin1 FP peptide displacement, HiFluor488, 10 min; Potency, µM (titrated, usually from 115 µM), for inactives: at the top dose activity, negative = inhibition, most hits filed as inhibitors; active = well fitted inhibition curve with a large enough effect in the polarisation, with a control signal flat, not every such curve was filed as active; inconclusive = small, poorly fitted or top-dose-only effect, or effect the other way, or a change in a side signal; inactive = no such curve, though single readings can be large or run the other way; the % refers to the polarisation; note: % is set by controls: 0 for no effect and ±100 for the full control effect
Target sequence (Q13526 whole entry, looked up): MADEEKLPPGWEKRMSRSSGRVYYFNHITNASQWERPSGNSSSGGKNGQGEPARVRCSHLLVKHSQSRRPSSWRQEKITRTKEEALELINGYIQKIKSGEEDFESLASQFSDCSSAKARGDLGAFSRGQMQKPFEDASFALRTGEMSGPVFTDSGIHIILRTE
HP1b binding inh = HTS for Inhibitors of HP1-beta Chromodomain Interactions with Methylated Histone Tails; AlphaScreen HP1-beta / biotin-H3K9me3 peptide binding; Potency, µM (titrated, usually from 114 µM), inactives show at the highest dose activity change, negative = inhibition, hits mostly inhibitors; 0.56% of 390,000 active; AID 540317, 2011; note: nearly all actives have a fitted effect of over 70% in size; inactives centre near 23
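AlphaScreen: HP1-beta (50 nM) preformed 30 min with biotin-H3(1-18)K9me3 peptide (50 nM) in PBS pH 7.4, 0.01% Tween-20. Compound added for 30 min at RT, then streptavidin donor/nickel chelate acceptor beads (10 ug/mL) for 30 min.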
* = called active by the depositor; i = inactive; ? = inconclusive; / = no result given; [ ] = remark or other dose. Unless noted, calls come from the whole dose curve; as a rule, active = well fitted curve in the direction sought with a large enough effect; inconclusive = small, poorly fitted or top-dose-only effect, or another doubt; inactive = no such curve, though single readings can be large; an effect the other way counts as inactive or inconclusive. Potency is the fitted concentration of half-maximal effect.

SMILES	GLS inhibitor	JMJD2A Tudor inh	rTrxR1 inhibitor	ERG Ets-DNA blk	RGS4 inh	PGK inhibitor	12-LOX inh	Pin1 inhibitor	HP1b binding inh
O=C(NCCN1C(=O)S/C(=C/c2ccccc2)C1=O)C1CC(=O)N(Cc2ccccc2)C1 (stereo unspecified)	1%	-23%	0%	-1%	-16%	-11%	5%	7%	7%
COc1cc(OC)cc(C(=O)NN(CCC#N)C2=NS(=O)(=O)c3ccccc32)c1	17%	0%	1%[57.1 µM]	8%	5%	4%	14%	1%	7%
O=C(Cc1ccccc1)NNC(=O)c1cccs1	8%	-6%	11%[57.1 µM]	7%	-15%	-8%	0%	-13%	62%[activator]
CC1CN(C(=O)c2ccccc2)OC(c2ccc3c(c2)OCO3)O1 (stereo unspecified)	2%	-2%	10%	/	-16%	-11%	8%	1%	27%
CCN(CC)S(=O)(=O)c1cccc(C(=O)Nc2cc3oc4ccccc4c3cc2OC)c1	-1%	-9%	3%	5%	-47%	-9%	-17%	13%	46%[activator]
c1ccc2nc3[nH]cnc3nc2c1	-13%	-3%	17%	-4%	-1%	-8%	8%	-3%	35%
O=S(=O)(c1ccccc1)N1CCC(O)(CSc2ccc(F)cc2)CC1	-3%	-3%[57.1 µM]	27%[57.1 µM]	-5%	17%	-9%	-8%	2%	29%
Cc1ccc(N2CCN(/N=C/C=C/c3ccccc3)CC2)cc1	17%	-14%	-9%	4%	18%	1%	0%	-1%	2%
COc1ccc(CCNC(=O)C2(C)CCC(=O)N2Cc2ccc3c(c2)OCO3)cc1OC (stereo unspecified)	1%	-7%	12%	2%	-8%	-1%	0%	-1%	27%
O=C(O)CCCn1cc(NC(=O)COc2cc(F)ccc2[N+](=O)[O-])cn1	0%	2%	15%	14%	0%	-9%	-10%	-5%	43%
O=C(NCc1cccs1)c1ccc2c(c1)ncn2C1CCCC1	3%	-24%	3%	/	-18%	/	-9%	4%	31%
CCCCC(=O)Nc1ccc(NC(=O)c2ccc([N+](=O)[O-])cc2Cl)cc1OC	-9%	-7%	3%	19%	-3%	-3%	5%	1%	37%
Cc1ccccc1NCC(=O)N/N=C/c1c[nH]c2ccccc12	34%[activator]	?	13%	2%	14%[11.4 µM]	-9%	-6%	-4%	-17%
Cc1nn(C)c(C(=O)N/N=C/c2cc3c(cc2Br)OCO3)c1Br	12%	-10%	26%	/	-12%	-11%	-5%	3%	11%
Cc1cc(-c2nnc(CCC(=O)NCC(C)c3ccccc3)o2)no1 (stereo unspecified)	-2%	-7%	9%	-22%	5%	-1%	0%	4%	30%

Whole records, looked up by structure. Order of values: GLS inhibitor | JMJD2A Tudor inh | rTrxR1 inhibitor | ERG Ets-DNA blk | RGS4 inh | PGK inhibitor | 12-LOX inh | Pin1 inhibitor | HP1b binding inh
Cc1ccccc1NCC(=O)N/N=C/c1c[nH]c2ccccc12 is listed with 34%[activator] | ? | 13% | 2% | 14%[11.4 µM] | -9% | -6% | -4% | -17%
CCN(CC)S(=O)(=O)c1cccc(C(=O)Nc2cc3oc4ccccc4c3cc2OC)c1 is listed with -1% | -9% | 3% | 5% | -47% | -9% | -17% | 13% | 46%[activator]
Cc1nn(C)c(C(=O)N/N=C/c2cc3c(cc2Br)OCO3)c1Br is listed with 12% | -10% | 26% | / | -12% | -11% | -5% | 3% | 11%

(cont.)
SMILES	GLS inhibitor	JMJD2A Tudor inh	rTrxR1 inhibitor	ERG Ets-DNA blk	RGS4 inh	PGK inhibitor	12-LOX inh	Pin1 inhibitor	HP1b binding inh
Cc1ccc(CCc2nnc(SCC(=O)Nc3cccc(Cl)c3)n2-c2ccccc2)o1	-6%	-14%	-4%	-5%	-27%	i	-24%	16%	17%
O=C(c1ccc(Cl)cc1)N(Cc1ccccc1F)N1C(=O)CCCC1=O	2%	-3%	5%	3%	13%	1%	2%	-4%	24%
Cc1nc2scc(-c3cccs3)c2c(=O)o1	9%	-1%	-17%[57.1 µM]	-15%	6%	-3%	0%	-3%	29%
N#CCCN(Cc1cccnc1)C(=S)NC(=O)c1ccccc1	-1%	?	2%[57.1 µM]	9%	-34%	5%	-28%	-4%	4%
Cc1ccc(-c2nnn(CC(=O)Nc3nnc(C(C)C)s3)n2)cc1	9%	56µM*	20%[57.1 µM]	-6%	-47%	-1%	-12%	13%	0%
O=C(O)c1ccc(N=C2NC(=O)C(CO)(CO)S2)cc1	-3%	1%	10%	3%	0%	6%	0%	-1%	17%
O=C(CN1C(=O)NC2(CCCC2)C1=O)N1CCN(S(=O)(=O)c2cccc(F)c2)CC1	1%	-5%	4%	5%	3%	-11%	-5%	0%	25%
CCc1cc(C(=O)N2CCCC(CNS(=O)(=O)c3cccs3)C2)n(C)n1 (stereo unspecified)	2%	-11%	13%	-1%	12%	5%	11%	-3%	35%
Cc1nc2cc(Cl)c([N+](=O)[O-])cc2s1	3%	-19%	2%[57.1 µM]	3%	13%	-1%	-15%	2%	8%
O=C(CCS(=O)(=O)c1cccc2nonc12)NCCc1ccccc1	-5%	-11%	?	-7%	-40%	-3%	-15%	4%	12%
COc1ccc(OCCCC(=O)NCC(C)C)cc1	-15%	8%	-4%	7%	-9%	-7%	23%	-6%	4%
CN1CCN(CCCNC(=O)c2cc3c(-c4ccc(Cl)cc4)nn(C)c3s2)CC1	0%	-10%	1%	-1%	-11%	10%	-10%	0%	35%
CCOC(=O)[C@H]1[C@H]2COc3ccc(C)cc3[C@@H]2N2C(=O)c3cc(F)ccc3NC(=O)[C@@]12C	3%	-14%	20%	-19%	19%	-8%	-7%	-6%	22%
CC(C(=O)Nc1ccc2c(c1)OCCO2)N(c1ccccc1)S(C)(=O)=O (stereo unspecified)	-5%	-12%	18%	-9%	-21%[56.9 µM]	-4%	0%	-4%	67%[activator]
OC1(c2ccc(F)cc2)CSC(=Nc2cccnc2)N1Cc1ccco1 (stereo unspecified)	-7%	-9%[57.1 µM]	12%[57.1 µM]	-5%	-15%	1%	5%	1%	6%

Shown as a hit in JMJD2A Tudor inh, of those listed so far:
SMILES	GLS inhibitor	JMJD2A Tudor inh	rTrxR1 inhibitor	ERG Ets-DNA blk	RGS4 inh	PGK inhibitor	12-LOX inh	Pin1 inhibitor	HP1b binding inh
Cc1ccc(-c2nnn(CC(=O)Nc3nnc(C(C)C)s3)n2)cc1	9%	56µM*	20%[57.1 µM]	-6%	-47%	-1%	-12%	13%	0%

Continued:
SMILES	GLS inhibitor	JMJD2A Tudor inh	rTrxR1 inhibitor	ERG Ets-DNA blk	RGS4 inh	PGK inhibitor	12-LOX inh	Pin1 inhibitor	HP1b binding inh
CC(C)(C)C1CCC2(CC1)C(Nc1cccc(C(F)(F)F)c1)=NC(=S)N2CC#N (stereo unspecified)	-8%	0%	24%	-7%	-18%	-4%	-14%	3%	48%[activator]
Cc1ccc(-c2nc3ccsc3c(=O)o2)cc1	11%	-19%	-2%[57.1 µM]	3%	-7%	i	0%[57.4 µM]	5%	34%
CCC(C)C(NC(N)=O)C(=O)Nc1ccc(C(=O)OC)cc1 (stereo unspecified)	-9%	-4%	11%	-11%	-4%	-4%	-10%	4%	26%
N#CC1=C(N)NC(SCc2ccc(F)cc2)=C(C#N)C12CCCCC2	7%	-26%	3%[57.1 µM]	-1%	29%	2%	?	2%	-1%
COc1cccc(C(=O)C2CCCN(C(=O)CCC3=NNC(=O)CC3)C2)c1 (stereo unspecified)	1%	-10%	7%	22%	21%	-3%	4%	2%	40%[activator]
CCS(=O)(=O)N1CC(=O)N(c2cccc(C)c2C)C(C)(C(=O)NC2CCCCCC2)C1 (stereo unspecified)	-7%	-10%	5%	-4%	11%	i	?	-2%	18%
Cc1noc(C)c1COc1ccc(C(=O)N2CCN(c3ccccc3F)CC2)cc1	10%	-8%	2%[57.1 µM]	3%	-17%	3%	-2%	-3%	21%
O=C(Nc1cccc(S(=O)(=O)N2CCCC2)c1)c1ccc2ccccc2n1	-1%	-21%	20%	-4%	16%	-2%	-14%	15%	24%
CO/N=C(\Cn1ncc(NC2CCCCC2)c(Br)c1=O)c1ccc(Cl)cc1	0%	-4%	6%[57.1 µM]	1%	-2%	-7%	?	-8%	16%
Cc1c(CC(=O)O)c(=O)oc2cc(OCc3ccc(Br)cc3)ccc12	-10%	-8%	-8%[57.1 µM]	5%	14%	6%	119%[activator]	6%	2%
O=C(CN1C(=O)c2ccccc2S1(=O)=O)NCCSCc1ccco1	-5%	-14%	?	4%	?	i	-11%	-15%	47%[activator]
COc1cc(/C=N/NC(=O)c2ccccc2)ccc1O	21%	1%	10%	-3%	3%	3%	6%	27%	28%

An excerpt (hit frequency here may not be typical).
